Assay outcomes from PubChem.
RGS4 block – inhibitors of human RGS4 | P49798 | HEK293 M3R/RGS4 inducible, Fluo-4 calcium flux; hits give high values; triggered by carbachol at its EC20 | AID 463165 | B-score at 10 µM | 310,000 compounds, 0.45% hits;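 active = B-score, a plate-corrected calcium signal, over three deviations above library mean, with baseline fluorescence within five deviations of library mean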;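 also: RGS4 expression induced by doxycycline in cells with stable M3 receptor; B-score is computed from the integrated fluorescence ratio over baseline after carbachol; higher B-score means a larger calcium signal and so more RGS4 inhibition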
Target sequence (P49798 whole entry, looked up): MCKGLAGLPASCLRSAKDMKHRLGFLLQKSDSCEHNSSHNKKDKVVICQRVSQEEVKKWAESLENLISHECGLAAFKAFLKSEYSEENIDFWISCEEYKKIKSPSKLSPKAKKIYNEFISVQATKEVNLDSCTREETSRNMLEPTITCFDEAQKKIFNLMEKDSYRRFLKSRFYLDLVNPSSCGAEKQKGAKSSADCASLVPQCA
KCNQ1 inh – human KCNQ1 channel inhibition. P51787. CHO-K1 KCNQ1, FluxOR thallium flux fluorescence; hits give high values. B-score at 10 µM. 310,000 compounds, 1.3% hits. AID 2642;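 active = compounds whose thallium flux B-score, printed positive for inhibition, exceeds three library SD while starting fluorescence stays within three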;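 also: channel opened by potassium depolarization with thallium stimulus after 20 min compound exposure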
HDAC3 inhib – inhibitors of human histone deacetylase 3 | inhibition, % at 8.3 µM | recombinant HDAC3, fluorogenic peptide/trypsin coupled, fluorescence | O15379 | 320,000 compounds, 0.15% hits; in the data active = inhibition above about 26%, passing the limit was not always enough; inconclusive = no clear call, values can overlap the other calls
KCNK9 block – inhibitors of human KCNK9 two-pore domain potassium channel | B-score at 10 µM | 310,000 compounds, 1.2% hits | HEK293 KCNK9, FluxOR thallium flux fluorescence; hits give low values;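 active = ratio B-score over 3 SD below the library mean, with starting fluorescence within 5 SD of its mean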;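 also: negative B-score means less thallium flux so channel inhibition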
Target sequence (Q9NPC2 whole entry, looked up, the tested form may be a part): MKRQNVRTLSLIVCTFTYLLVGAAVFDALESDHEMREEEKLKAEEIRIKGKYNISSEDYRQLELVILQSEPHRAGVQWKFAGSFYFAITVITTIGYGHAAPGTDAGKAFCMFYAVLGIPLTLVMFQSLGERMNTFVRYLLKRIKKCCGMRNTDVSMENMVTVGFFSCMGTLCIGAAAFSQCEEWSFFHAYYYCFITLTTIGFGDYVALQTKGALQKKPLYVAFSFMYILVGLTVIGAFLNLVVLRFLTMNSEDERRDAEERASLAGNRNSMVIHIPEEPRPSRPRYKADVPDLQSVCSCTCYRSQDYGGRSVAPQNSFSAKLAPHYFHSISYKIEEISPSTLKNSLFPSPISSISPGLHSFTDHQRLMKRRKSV
TMEM16A inh – mouse TMEM16A channel inhibition, primary screen; HEK293 TMEM16A/YFP iodide influx fluorescence, ionomycin; 310,000 compounds, 1.2% hits; normalized B-score (activity score, 25-100; higher = stronger inhibition) at 10 µM; Q8BHY3;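 active = ratio plate-corrected score three or more library SD toward inhibition, starting fluorescence score within five deviations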;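 also: score derived from kinetic fluorescence span divided by baseline fluorescence per well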
TMEM16A act – activates or potentiates the mouse TMEM16A chloride channel | Q8BHY3 | B-score at 10 µM | HEK293 TMEM16A/YFP-H148Q/I152L, iodide quench fluorescence; hits give low values | 340,000 compounds, 0.3% hits;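 active = fluorescence-ratio B-score plate-corrected deviation score at least 3 library SD below zero, with starting fluorescence score within 5 deviations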;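 also: channel opened by trigger with iodide after compound preincubation; score built on the fluorescence ratio of max minus min over baseline; more negative score means more quench and so TMEM16A activation or potentiation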
SKKanGAS inh – SKKanGAS growth inhibition | S. pyogenes SKKanGAS, kanamycin growth, BacTiter-Glo, 6 h | inhibition, % at 7.5 µM | 300,000 compounds, 1.3% hits;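 active = mean replicate score, as percent of positive control median, at least 50; inconclusive = mean below 50 but one replicate at or above 50; inactive = mean and every replicate below 50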;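 also: strain carries kanamycin resistance gene driven by streptokinase promoter and grows in 40 µg/ml kanamycin; loss of luminescence reflects streptokinase promoter inhibition or plain growth inhibition; 0% = median of DMSO wells and 100% = positive control at its reference dose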
KCNQ1 pot – potentiators or activators of human KCNQ1 potassium channel; CHO-K1 KCNQ1, thallium flux FluxOR fluorescence; hits give high values; B-score at 10 µM; 310,000 compounds, 0.35% hits;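 active = fluorescence ratio B-score, a plate-corrected score, at least three library SD, with initial intensity B-score within 5 SD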
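Assay system: CHO-K1 cells stably expressing KCNQ1; Medium: assay buffer with matched DMSO; Also added: K+/Tl+ depolarizing stimulus; Dosing: single dose; Timing: dye 90 min, compound 20 min, room temperature; Measured by: kinetic FluxOR thallium fluorescence, 10-s 1-Hz baseline, 110-s post-stimulus read; Read-out: peak-minus-minimum fluorescence over initial fluorescence, negative-control normalized, B-scored.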
RGS4 pot – potentiators or activators of RGS4. HEK293 M3R/inducible RGS4, carbachol calcium flux Fluo4; hits give low values. B-score at 10 µM. 310,000 compounds, 0.92% hits. AID 463111;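 active = B-score of the integrated calcium signal more than 4 SD below the library mean, with starting fluorescence not abnormally high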;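 also: negative B-score means reduced calcium response which marks RGS4 activation or potentiation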
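Reagent: ECmax carbachol challenge; Test system: M3R-expressing HEK293 line, RGS4 induced by doxycycline; Schedule: overnight RGS4 induction, 30 min dye load 37 °C, 20 min compound RT; Detection: calcium dye Fluo4 fluorescence; Read-out: Agonist-evoked peak-minus-minimum fluorescence over baseline, integrated ratio, B score.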
KCNK3 block – human KCNK3 channel inhibition, primary screen | O14649 | CHO-KCNK3 thallium flux, FluxOR fluorescence; hits give low values | B-score at 10 µM | 340,000 compounds, 0.84% hits;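 active = B-score under library mean minus 4 SD, starting fluorescence ratio at most library mean plus 5 SD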;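 also: more negative B-score means stronger inhibition of thallium flux through KCNK3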
Target sequence (O14649 whole entry, looked up): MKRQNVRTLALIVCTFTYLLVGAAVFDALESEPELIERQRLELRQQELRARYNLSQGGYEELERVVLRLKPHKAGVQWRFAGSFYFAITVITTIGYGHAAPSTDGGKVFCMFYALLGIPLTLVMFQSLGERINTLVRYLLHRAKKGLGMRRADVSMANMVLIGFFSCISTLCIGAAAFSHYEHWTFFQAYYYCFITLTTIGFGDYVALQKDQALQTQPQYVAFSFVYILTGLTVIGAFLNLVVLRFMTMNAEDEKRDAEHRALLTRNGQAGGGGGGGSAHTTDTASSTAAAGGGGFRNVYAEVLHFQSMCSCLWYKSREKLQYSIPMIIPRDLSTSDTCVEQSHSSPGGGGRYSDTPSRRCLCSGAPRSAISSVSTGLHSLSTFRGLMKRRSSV
hERG rescue – hERG (human) protection from proarrhythmic block. 310,000 compounds, 0.51% hits. CHO-hERG, FluxOR thallium flux, dofetilide IC70 present. activation (rescue from dofetilide block), less the hit threshold, % at 10 µM;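 active = activation above the mean of controls blocked by dofetilide plus 5 SD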;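 also: thallium influx through hERG after potassium depolarization seen as dye fluorescence rise; in these data hits start at about 4.7%; inactives centre near -7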
* = called active by the depositor; i = inactive; ? = inconclusive; nt = no result given. Not a hit list; any-hit rate near 6.3%.

SMILES	RGS4 block	KCNQ1 inh	HDAC3 inhib	KCNK9 block	TMEM16A inh	TMEM16A act	SKKanGAS inh	KCNQ1 pot	RGS4 pot	KCNK3 block	hERG rescue
CCOc1ccc(N2CC(C(=O)Nc3ccccc3C(=O)NC3CC3)CC2=O)cc1 (stereo not given)	i	i	2	i	i	i	-1	i	i	i	-4
Cc1ccc(NC(=S)NCC(C)C)cc1	i	i	0	i	i	i	-2	i	i	i	-1
O=c1[nH]c(CN2CCN(Cc3ccccc3)CC2)nc2scc(-c3ccccc3)c12	i	i	4	i	i	i	13	i	i	i	-10
COc1ccc(/C(N)=N/OC(=O)c2ccc3c(c2)OCO3)cc1	i	i	12	i	i	i	-9	i	i	i	-6
CCC(=NCCN1CCNCC1)C1=C(O)CC(C)(C)CC1=O	i	i	-2	i	i	i	-1	i	i	i	-3
Cc1cc(C)n(-c2ccc(C(C)C)cc2)c(=O)c1C#N	i	i	-3	i	i	i	-5	i	i	i	-6
c1ccc(C(Cc2nc(-c3cccnc3)no2)c2ccccc2)cc1	i	i	0	i	i	i	-1	i	i	i	-3
Nc1nnc(SCc2cccc(C(F)(F)F)c2)s1	i	i	2	i	i	i	-3	i	i	i	-9
O=C(C1CCN(S(=O)(=O)c2cccnc2)CC1)N1CCN(c2ccccc2Cl)CC1	i	i	1	i	i	i	0	i	i	i	-7
N#Cc1c2n(c3c(N)ncnc13)CCCCC2	i	i	2	i	i	i	-9	i	i	i	-7
COc1ccc(C(=O)NCCS(=O)(=O)N2CCc3ccccc3C2)cc1	i	i	-2	i	i	i	-8	i	i	i	-7
COc1cc(CNC(C)C23CC4CC(CC(C4)C2)C3)ccc1OCC(=O)NC(C)(C)C (stereo not given)	i	i	-6	i	i	i	-2	i	i	i	-6
CCN(CC)c1ccc(N2C(=O)/C(=C/c3ccccn3)SC2=S)cc1	i	i	1	i	i	i	0	i	i	i	-10
CCCNC(=S)Nc1ccc(CC(=O)OC)cc1	i	i	-2	i	i	i	5	i	i	i	-2
COc1ccc(-n2nc(C(=O)N(C)C)nc2-c2ccccc2)cc1	i	i	-4	i	i	i	-2	i	i	i	-3
Cn1nc(C(=O)Nc2ccc(S(=O)(=O)N3CCCCC3)cc2)c2ccccc2c1=O	i	i	1	i	i	i	3	i	i	i	-5
CC(OC(=O)CN1C(=O)c2ccccc2C1=O)C(=O)NC1CCCC1 (stereo not given)	i	i	-1	i	i	i	-1	i	i	i	-8
O=[N+]([O-])c1cccc(C(=Nc2ccccc2Cl)NO)c1	i	i	-8	i	i	i	2	i	i	i	-18
Cc1cccc(CCN(C(=O)c2snc(C(N)=O)c2N)C(C(=O)NCC2CCCO2)c2ccc(F)cc2)c1 (stereo not given)	i	i	nt	i	nt	i	-1	i	i	i	-13
CC1(C)CC(=O)C(N=Nc2cc(S(=O)(=O)N3CCOCC3)ccc2Cl)=C(O)C1	i	i	-1	i	i	nt	-8	i	i	nt	-10
CCOc1cc(C=O)ccc1OCCCN1C(=O)NC(C)(C)C1=O	i	i	-8	i	i	i	3	i	i	i	-14
COC(=O)c1c(NC(=O)CN(c2ccc(C)c(C)c2)S(C)(=O)=O)sc2c1CCCC2	i	i	nt	i	i	i	11	i	i	i	-7
CCOC(=O)Cn1nc(/C=C/c2ccc(C)cc2)ccc1=O	i	i	4	i	i	i	5	i	i	i	-5
CCOC(=O)N1CCC(NC(=O)c2cnn3c2NC(c2ccco2)CC3C(F)(F)F)CC1 (stereo not given)	i	i	2	i	i	i	1	i	i	i	-6
COc1ccc(OC)c(NC(=S)N2CCCC2)c1	i	i	1	i	i	i	nt	i	i	i	-10
COCCN(CC1CCCN(C2Cc3ccccc3C2)C1)C(=O)CCC(C)=O (stereo not given)	i	i	8	i	i	i	6	i	i	i	-11
S=C(NCc1ccco1)Nc1ccc(Oc2ccc(Cl)cc2)cc1	i	i	?	i	i	i	25	i	i	i	-14
CC1CCCN(CCCNC(=O)CN2C(=O)COc3ccccc32)C1 (stereo not given)	i	i	5	i	i	i	14	i	i	i	-3
C/C(=N\NC(=S)NC(C)C)c1ccc2c(c1)OCCO2	i	i	2	i	i	i	-1	i	i	i	-4
CCOc1ccc(-n2c(C)nc3cc(C(=O)NCCN4CCOCC4)ccc32)cc1	i	i	-3	i	i	i	1	i	i	i	-9
COC(=O)c1sc(NC(=O)CCCn2nc([N+](=O)[O-])cc2C)c(C(=O)OC)c1C	i	i	-2	i	i	i	9	i	i	i	-4
Cc1nn(C)cc1C(=O)Nc1ccc2c(c1)OCCO2	i	i	4	i	i	i	-4	i	i	i	-4
COc1ccc(C2C(C(=O)N3CCN(C)CC3)c3ccccc3C(=O)N2C2CCCCC2)cc1 (stereo not given)	i	i	1	i	i	i	-1	i	i	i	-2
CCN(CC)c1ccc(/C=N/NC(=O)Nc2nonc2N)cc1	i	i	5	i	i	i	-13	i	i	i	-8
COc1ccc(NS(=O)(=O)c2ccc(N/N=C/c3ccc(N4CCOCC4)cc3)c([N+](=O)[O-])c2)cc1	i	i	-7	i	i	i	9	i	i	i	-10
O=C(NCC(=O)N(c1ccc2c(c1)OCO2)C(C(=O)NC1CCCC1)c1cccs1)c1ccco1 (stereo not given)	i	i	6	i	i	i	-3	i	i	i	-3
O=C(Nc1cccc2c1CCCC2)c1ccccc1F	i	i	-2	i	i	i	-5	i	i	i	-5
Cc1ccc(S(=O)(=O)Nc2ccc(Nc3ccccc3)cc2)cc1	i	i	1	i	i	i	12	i	i	i	-4
Cc1ccccc1OCCCCn1cnc2ccccc21	i	9*	3	i	i	i	nt	i	i	i	-16
O=C(Cc1ccccc1)N1CCc2[nH]nc(-c3ccccc3)c2C1	i	i	-3	i	i	i	-5	i	i	i	-3
COc1ccccc1C(CC(=O)Nc1ccc(Cl)cc1)c1ccc(OC(C)C)cc1 (stereo not given)	i	i	4	i	i	i	28	i	i	i	-6
CCOC(=O)C1CCN(C(=O)c2cc(CN3C(=O)c4ccccc4C3=O)ccc2OCC)CC1	i	i	12	i	i	i	-6	i	i	i	-22
Cc1ccc(C(=O)Nc2ccccc2C(=O)NCc2cccnc2)cc1	i	i	4	i	i	i	-5	i	i	i	-3
CCc1ccc(-c2nnn(CCC#N)n2)cc1	i	i	-8	i	i	i	0	i	i	i	-3
O=C(CN1C(=O)NC2(CCOc3ccccc32)C1=O)Nc1cccc(Cl)c1 (stereo not given)	i	i	5	i	i	i	6	i	i	i	-12
O=C(N/C(=C\c1cccs1)C(=O)N1CCOCC1)c1cccs1	i	i	-10	i	i	i	-3	i	i	i	-11
COc1ccc(N=c2sc3ccccc3n2C)cc1	i	i	6	i	i	i	-4	i	i	i	-7
O=C(OCc1ccccc1)C1=NNC2C(=O)N(c3ccccc3)C(=O)C12 (stereo not given)	i	i	-4	i	i	i	-3	i	i	i	-1
Cc1ccc(NC(=O)CSCc2ccco2)cc1	i	i	-2	i	i	i	-3	i	i	i	-11
O=C(NCc1cccnc1)Nc1ccc(Cl)cc1	i	i	-10	i	i	i	6	i	i	i	-5
CC(C)(C)NC(=O)c1cc(C(C)(C)C)c(O)c(C(C)(C)C)c1	i	i	-1	i	i	i	9	i	i	i	-1
CC(=O)NC1=NN(C(C)=O)C(c2ccccc2)S1 (stereo not given)	i	i	6	i	i	i	2	i	i	i	-2
c1ccc(N2CCN(c3nc4cc5c(cc4s3)OCO5)CC2)cc1	i	i	5	i	i	i	-5	i	i	i	-9
COC(=O)C(C#N)C(c1cccnc1)c1c(C)[nH][nH]c1=O (stereo not given)	i	i	-2	i	i	i	9	i	i	i	-3
COc1ccc(CCNC(=O)C2CCN(C(=O)c3ccccc3C)CC2)cc1	i	i	-8	i	i	i	2	i	i	i	-9
COc1ccc(OC)c(NC(=O)c2ccc(S(=O)(=O)N3CCOCC3)cc2)c1	i	i	2	i	i	i	7	i	i	i	-6
O=C(/C=C/c1ccc(F)cc1)c1ccc(N2CCOCC2)cc1	i	i	-1	i	i	i	4	i	i	i	-7
O=S(=O)(c1cc(C(F)(F)F)ccc1Cl)N1CCCCCC1	i	i	1	i	i	i	2	i	i	i	-8
CC(C)(C)C(=O)Nc1nc2c(s1)CN(Cc1ccccc1)CC2	i	i	2	i	i	i	-4	i	i	i	-5
COc1ccc(NC(=O)C2Cc3ccccc3C(=O)O2)cc1 (stereo not given)	i	i	1	i	i	i	-3	i	i	i	-9

Further compounds follow.
SMILES	RGS4 block	KCNQ1 inh	HDAC3 inhib	KCNK9 block	TMEM16A inh	TMEM16A act	SKKanGAS inh	KCNQ1 pot	RGS4 pot	KCNK3 block	hERG rescue
CC(C)c1c(O)nc(SCC(=O)Nc2ccc3c(c2)CCC3)[nH]c1=O	i	i	-4	i	i	i	6	i	i	i	-6
O=C(Cc1ccccc1)NCC(=O)OCC(=O)c1ccc(F)cc1	i	i	2	i	i	i	0	i	i	i	-16
CCn1c(SCC(=O)N2CCCCCC2)nc2ccccc2c1=O	i	i	1	i	i	i	-2	i	i	i	-4
COc1cc(/C=C/C(=O)c2ccc3c(c2)OCCO3)cc(Br)c1OCC(=O)N(C)C	i	i	8	i	i	i	20	i	i	i	-10
CC(C)Oc1ccccc1/C=N/NC(=O)c1ccccc1Cl	i	i	4	i	i	i	-2	i	i	i	-8
CCc1c(C)c2ccc(OCC(=O)OC(C)C)c(C)c2oc1=O	i	i	-3	i	i	i	-2	i	i	i	-7
Nc1ccc(SCc2cccnc2)cc1	i	i	0	i	i	i	4	i	i	i	-6
COc1ccc(C(=O)On2c(-c3ccc(Br)cc3)nc3ccccc3c2=O)cc1	i	i	-1	i	i	i	19	10*	i	i	1
CN(CCCC(=O)O)c1ccc(N=Nc2ccc([N+](=O)[O-])cc2)cc1	i	i	4	i	i	i	-1	i	i	i	-3

Structures above that bear a hit mark in KCNQ1 inh.
| structure | RGS4 block | KCNQ1 inh | HDAC3 inhib | KCNK9 block | TMEM16A act | KCNK3 block |
| --- | --- | --- | --- | --- | --- | --- |
| Cc1ccccc1OCCCCn1cnc2ccccc21 | i | 9* | 3 | i | i | i |
